HCMV antiviral = qHTS Assay for inhibitors of the human cytomegalovirus (HCMV) | HFF cells, HCMV-luciferase reporter, 72 h; stronger effect = lower value | activity change, negative = inhibition, % at 57.5 µM | actives 4.5% (n = 410,000); in the data active = activity change below about -60%; inconclusive = no clear call, values can overlap the other calls; inactive = above about -39%
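Compounds were evaluated in HFFs infected with an HCMV luciferase reporter virus (MOI 1 PFU/cell). Luciferase in lysates collected 72 h post infection served as the replication measure.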
HCV inhibitor = qHTS Assay for Inhibitors of Hepatitis C Virus (HCV); Huh7.5.1 HCVcc-Cre infection, luciferase reporter, 44 h; Potency, µM (series often up to 41.8 µM), for inactives: at the top dose activity change, negative = inhibition, usual class: inhibitors; actives 3.4% (n = 340,000); AID 651820, 2012; also: potency is read from the fitted curve at half-maximal effect
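Infectious HCVcc-Cre (~0.5 moi) was added to cells just after compound, with cells seeded 4 h earlier at 1,000 per well. Luciferase activity after 44 h culture reported infection; substrate was incubated 15 min at room temperature before reading.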
Tb PYK inh = qHTS of Trypanosoma Brucei Inhibitors; TbPYK enzyme, Kinase-Glo Plus ATP luminescence, 45 min; Potency, µM (titrated, usually from 76.8 µM), for the others: at the highest dose activity, negative = inhibition, actives largely listed as inhibitors; actives 0.12% (n = 410,000); AID 624173, 2012; also: potency is read from the fitted curve at half-maximal effect; nearly all actives have a fitted effect of over 50% in size
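Quantitative HTS: titrated library compounds versus trypanosomal pyruvate kinase in TEA buffer (pH 7.2) containing KCl, MgCl2, BSA and Tween-20. Reactions were initiated with ADP, 130 uM final. Kinase-Glo Plus luminescence was read after 45 min at RT.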
LmPK inhibitor = qHTS Assay for Inhibitors of Leishmania Mexicana Pyruvate Kinase (LmPK) | actives 0.37% (n = 290,000) | purified LmPK, Kinase-Glo ATP luminescence, 1 h | Q27686 | Potency, µM (doses to about 57.5 µM), for the others: at the top dose activity change, negative = inhibition, actives largely listed as inhibitors | AID 1721, 2009; also: potency is read from the fitted curve at half-maximal effect
Target sequence (Q27686 whole entry, looked up): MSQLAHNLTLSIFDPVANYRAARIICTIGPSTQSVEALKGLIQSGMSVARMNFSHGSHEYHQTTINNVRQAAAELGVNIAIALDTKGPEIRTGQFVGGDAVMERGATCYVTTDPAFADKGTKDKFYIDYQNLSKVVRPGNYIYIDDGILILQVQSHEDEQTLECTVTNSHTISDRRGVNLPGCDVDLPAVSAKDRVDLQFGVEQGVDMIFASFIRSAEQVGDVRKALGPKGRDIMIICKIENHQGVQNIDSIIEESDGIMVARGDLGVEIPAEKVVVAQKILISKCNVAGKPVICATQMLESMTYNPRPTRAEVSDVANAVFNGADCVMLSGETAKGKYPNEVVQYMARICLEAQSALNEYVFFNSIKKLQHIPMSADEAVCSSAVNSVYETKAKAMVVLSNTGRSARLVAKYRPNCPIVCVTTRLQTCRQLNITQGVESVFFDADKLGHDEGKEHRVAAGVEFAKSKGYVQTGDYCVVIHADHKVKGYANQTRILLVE
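qHTS format; LmPK 0.1 nM; substrates PEP 0.5 mM and ADP 0.1 mM. One-hour room-temperature incubation, then coupled luciferase luminescence; 0.5 nM enzyme wells mark activation.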
AmpC inh detg = qHTS Inhibitors of AmpC Beta-Lactamase (assay with detergent); P00811; AmpC hydrolysis of nitrocefin, absorbance 480 nm, 0.01% Triton; Potency, µM (series often up to 114 µM), without a hit: at the top dose activity change, negative = inhibition, most hits filed as inhibitors; actives 0.041% (n = 370,000);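 also: potency is read from the fitted curve at half-maximal effect; 0% = no-compound wells and -100% = no-enzyme wells; nearly all actives have a fitted effect of over 25% in size; some results filed as inactive show a strong effect at the top dose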
Target sequence (P00811 whole entry, looked up): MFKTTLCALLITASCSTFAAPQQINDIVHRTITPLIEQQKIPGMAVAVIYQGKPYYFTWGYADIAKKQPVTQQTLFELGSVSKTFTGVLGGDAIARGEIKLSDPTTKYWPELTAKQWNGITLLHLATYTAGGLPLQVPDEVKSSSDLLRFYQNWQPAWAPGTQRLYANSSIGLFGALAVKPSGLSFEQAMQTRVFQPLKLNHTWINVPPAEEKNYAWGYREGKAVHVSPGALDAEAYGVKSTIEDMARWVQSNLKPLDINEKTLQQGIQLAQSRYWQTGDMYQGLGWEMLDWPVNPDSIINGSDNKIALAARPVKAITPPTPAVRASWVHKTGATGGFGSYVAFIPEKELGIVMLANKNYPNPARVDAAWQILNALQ
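AmpC (5.3 nM in the dispensed reagent) in 20 mM phosphate pH 7.0 with 0.01% (detergent screen) or 0.0001% Triton X-100 was preincubated with compounds for 15 min at room temperature. Nitrocefin was then added from an 800 uM solution, and hydrolysis was followed at 480 nm.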
AMA1 RON2 block = qHTS for Inhibitors of AMA1-RON; Towards Development of Antimalarial Drug Lead: Primary Screen; AlphaScreen AMA1-biotinylated RON2 peptide binding; Potency, µM (doses to about 58.2 µM), for inactives: top-dose activity change, negative = inhibition, hits mostly inhibitors; actives 0.2% (n = 360,000); AID 720542, 2013;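 also: potency is read from the fitted curve at half-maximal effect; 0% = vehicle wells and -100% = peptide control; nearly all actives have a fitted effect of over 45% in size; some results filed as inactive show a strong effect at the top dose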
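AMA1 (3D7) with his tag at 25 nM final met compounds first, then biotinylated RON2 peptide at 25 nM; detection used donor plus acceptor beads, 10 µg/mL apiece, read by AlphaScreen after 30 min at room temperature.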
AmpC no deterg = qHTS Inhibitors of AmpC Beta-Lactamase (assay without detergent) | AID 485341, 2010 | Potency, µM (highest dose often 57.1 µM), without a hit: at the top dose activity change, negative = inhibition, actives largely listed as inhibitors | AmpC nitrocefin hydrolysis, absorbance 480 nm, 0.0001% Triton | actives 0.52% (n = 330,000) | P00811;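 also: potency is read from the fitted curve at half-maximal effect; plate controls were no compound for no effect and no enzyme for full effect; nearly all actives have a fitted effect of over 20% in size; some results filed as inactive show a strong effect at the top dose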
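20 mM phosphate pH 7.0 + 0.01% (detergent screen) or 0.0001% Triton X-100; 5.3 nM AmpC reagent; cpd preinc 15 min RT; nitrocefin (800 uM stock) to start; A480 q20 s × 4 min; Activity was normalised to no-enzyme and no-compound control wells.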
Starred values were filed as active, the others as inactive; ? = inconclusive; . = no result given; [ ] = dose if it differs, or a comment. Unless noted, calls follow the shape of the dose curve; as a rule, active = well fitted curve in the direction sought with a large enough effect; inconclusive = small, poorly fitted or top-dose-only effect, or another doubt; inactive = no such curve, though single readings can be large; an effect the other way counts as inactive or inconclusive. Unless noted, % is scaled to controls: 0 for no effect and ±100 for the full control effect.

SMILES	HCMV antiviral	HCV inhibitor	Tb PYK inh	LmPK inhibitor	AmpC inh detg	AMA1 RON2 block	AmpC no deterg
O=C(O)c1ccc(Nc2nc(-c3ccc([N+](=O)[O-])cc3)nc3ccccc23)cc1	23	14%	-1%	-2%	-9%	-12%	-19%
COc1cn(-c2ccccc2)nc1C(=O)Nc1ccc(C)cc1	37	?	-16%	-8%	-2%	0%	-1%
Cc1cccc(C)c1NC(=O)CSc1nnc(-c2ccncc2)n1Cc1ccco1	-27	8%	2%	2%	-15%	2%	6%
COC(=O)c1c(NC(=O)C2CCCCC2C(=O)O)sc2c1CCCCC2 (stereo not drawn)	33	3%	-5%	1%	4%	-18%	-15%
CC1CCCC(NC(=O)CNC(=S)N(Cc2ccccc2)Cc2cccs2)C1C (stereo not drawn)	?	-18%	1%	9%[11.5 µM]	0%	2%	1%
COc1cc(OC)cc(C2=Cc3ccc(OC)cc3C(CC(C)=O)N2c2ccc(C#CC3(N)CCCCC3)cc2)c1 (stereo not drawn)	-12	.	-4%	.	.	5%	.
CC1C(=O)CCC1(C(=O)O)c1ccccc1 (stereo not drawn)	0	-11%	-27%	0%	-13%	-1%	-1%
Cc1cccn2c(=O)nc(SCC(=O)NCCc3ccccc3)nc12	-11	18%	4%	.	?	1%	?
COc1cccc(N=C2CC(C)(C)CC(=O)/C2=C(/O)c2ccccc2)c1	62	-10%	-14%	-14%	16%	-9%	2%
CCn1c(SCC(=O)NC2CCCC2)nnc1C(C)NC(=O)c1ccccc1F (stereo not drawn)	-23	6%	3%	-4%	1%	2%	0%
CCOC(=O)c1c(C)[nH]c(C(=O)CN2C(=O)NC(C)(c3ccc(C)cc3)C2=O)c1C (stereo not drawn)	36	?	-5%	8%	6%	-16%	39%
CN(C)CC(c1ccccc1)c1ccccc1	-29	14%	0%	-2%	-6%	11%	-10%
COc1ccc(OC2OC3COC(C)(C)OC3C(O)C2NC(C)=O)cc1 (stereo not drawn)	25	-24%	-2%	-4%	-13%	1%	-17%
Cc1ccc(C(=O)N2CCC(C)CC2)cc1NC1=NC2CS(=O)(=O)CC2S1 (stereo not drawn)	53	21%	-5%	-15%	-2%	0%	-9%
Cc1ccc(CS(=O)(=O)c2ncc(Cl)c(C(=O)Nc3ccc(OC(F)F)cc3)n2)cc1	-111*	?	-15%	3%	-3%	-18%	-14%
O=C(c1cc2c(s1)CCCC2)n1cccn1	55	4%	2%	-19%	-4%	8%	-17%
CCNC(=O)CC1C(=O)N(c2ccc(OC)cc2)C(=O)N1CCOC (stereo not drawn)	15	4%	-10%	5%	-8%	-6%	-7%
CN(CC(=O)Nc1cccc(F)c1)C(=O)Cc1n[nH]c(=O)c2ccccc12	-5	20%	1%	.	1%	2%	-7%
Cc1cc(NC(=O)c2ccc(Cl)cc2)cc(C)c1OCC(=O)N1CCOCC1	97	.	-1%	-6%	-2%	6%	85%[activator]
CCOc1cc(C(N)=O)cc(Br)c1OCc1ccccc1	-36	-9%	0%	1%	-2%	15%	2%
CCOC(=O)C1=C(CNCc2ccc(C)cc2)NC(=O)NC1c1ccc(OC)cc1 (stereo not drawn)	15	?	-13%	9%	?	-2%	1%
O=S(=O)(c1ccc(Br)s1)N1CCN(CCOc2ccccc2)CC1	-3	?	5%	.	-7%	-19%	-1%
Cc1oc(/N=C/c2ccc(F)cc2)c(C#N)c1C	44	20%	4%	-11%	?	0%	-13%
CC(C)[C@H](CO)Nc1nc(NCc2ccc(S(N)(=O)=O)cc2)c2ncn(C(C)C)c2n1	-96*	?	1%	-4%	-5%	-2%	-27%
CCCCSc1nnc(CCC)n1N	14	5%	-12%	4%	3%	0%	2%
Cc1cccc(C(=O)c2ccccc2C(=O)O)c1	15	21%	3%	-1%	7%	-3%	-17%
CC(C)(C)c1ccc(C(=O)NC2(C(F)(F)F)NC(=O)N(CCc3ccccc3)C2=O)cc1 (stereo not drawn)	-13	.	2%	.	19%	.	.
O=C(CSc1nnc(Nc2ccccc2F)s1)NCc1ccco1	-31	13%	-9%	-4%	-11%	-28%	-32%
CCCCn1c(N)c(N(CCC(C)C)C(=O)c2ccccc2C)c(=O)[nH]c1=O	-2	1%	6%	6%	6%	-1%	-11%
O=S1(=O)CC(N2CCCC2)CN1Cc1cn(Cc2ccc(F)cc2)nn1 (stereo not drawn)	-14	.	2%	.	.	3%	.
COc1cc(F)ccc1-c1csc(C(O)c2ccccc2)n1 (stereo not drawn)	38	.	5%	.	.	16%	.
O=c1ccc(-c2n[nH]c(=S)n2-c2ccc(F)c(Cl)c2)n[nH]1	8	6%	?	-18%	?	3%	-14%
CC1(C)C2CCC1(CS(=O)(=O)NCc1ccc(S(N)(=O)=O)cc1)C(=O)C2 (stereo not drawn)	3	7%	5%	-7%	-18%	14%	-1%
Cc1cc(C)c(S(=O)(=O)NCCCN2CCOCC2)cc1Br	?	14%	2%	-2%	-10%	3%	71%[activator]
CCc1ccc(CCC(=O)Nc2sc3c(c2C#N)CCCC3)o1	-75*	4.5µM*	-24%	3%	-18%	-3%	?
O=C(N/N=C/c1ccc(F)cc1)c1cccc(NC(=O)c2ccccc2Cl)c1	-17	?	2%	3%	1%	6%	-42%
CCn1c(NC)cc(=O)n(C)c1=O	-31	4%	3%	1%	?	?	-9%
Cc1cc(C(=O)N2CC(C)CC(C)C2)n(-c2ccccc2)n1 (stereo not drawn)	12	-2%	-6%	1%	?	18%	8.9µM*
Cc1cc(NS(=O)(=O)c2ccc3c(c2)OCCO3)no1	42	14%	-1%	1%	1%	7%	-8%
CCCCN(CCCNC(=O)c1ccc(CS(=O)(=O)c2c(Cl)cccc2Cl)o1)Cc1ccccc1	?	-29%	5%	-1%	-9%	-2%	97%[activator]
O=C(CSc1nnc(NC(=O)Cc2ccccc2)s1)NCc1ccco1	-35	20%	1%	-4%	-7%	7%	-20%
CCCc1cc(=O)oc2cc(OC(C)C(=O)NCCCn3ccnc3)ccc12 (stereo not drawn)	31	8%	3%	6%	-12%	-4%	-21%
CC1CCCCC1NC(=O)CN1CCC(NC(=O)c2cccc(F)c2)CC1 (stereo not drawn)	?	-5%	-5%	3%	-4%	2%	7%
O=C(Nc1cc(Cl)ccc1N1CCOCC1)C1=COCCO1	10	?	-10%	.	-7%	-10%	-15%
O=C(OCC(=O)N1CCOCC1)c1cc(S(=O)(=O)N2CCOCC2)c(Cl)cc1Cl	0	0%	0%	.	-18%	1%	0%
Cc1ccc(NC(=O)CCc2nc3cccnc3n2-c2ccccc2)cc1Cl	?	.	-4%	.	-5%	.	.
CCCCN1C(N)=NC[C@H]1Cc1ccc(O)cc1	3	26%	0%	2%	2%	2%	-34%
Cc1cc(C(O)c2ncc(-c3ccccc3C)[nH]2)ccc1F (stereo not drawn)	56	.	-6%	.	.	-8%	.
Cc1[nH]c2ccccc2c1/C=N/NC(=O)CNC(=O)c1ccccc1	20	3%	4%	-1%	-2%	-5%	-20%

A run of entries taken from the entries so far:
SMILES	HCMV antiviral	HCV inhibitor	Tb PYK inh	LmPK inhibitor	AmpC inh detg	AMA1 RON2 block	AmpC no deterg
CCCCn1c(N)c(N(CCC(C)C)C(=O)c2ccccc2C)c(=O)[nH]c1=O	-2	1%	6%	6%	6%	-1%	-11%
O=S1(=O)CC(N2CCCC2)CN1Cc1cn(Cc2ccc(F)cc2)nn1 (stereo not drawn)	-14	.	2%	.	.	3%	.
COc1cc(F)ccc1-c1csc(C(O)c2ccccc2)n1 (stereo not drawn)	38	.	5%	.	.	16%	.
O=c1ccc(-c2n[nH]c(=S)n2-c2ccc(F)c(Cl)c2)n[nH]1	8	6%	?	-18%	?	3%	-14%
CC1(C)C2CCC1(CS(=O)(=O)NCc1ccc(S(N)(=O)=O)cc1)C(=O)C2 (stereo not drawn)	3	7%	5%	-7%	-18%	14%	-1%
Cc1cc(C)c(S(=O)(=O)NCCCN2CCOCC2)cc1Br	?	14%	2%	-2%	-10%	3%	71%[activator]
CCc1ccc(CCC(=O)Nc2sc3c(c2C#N)CCCC3)o1	-75*	4.5µM*	-24%	3%	-18%	-3%	?
O=C(N/N=C/c1ccc(F)cc1)c1cccc(NC(=O)c2ccccc2Cl)c1	-17	?	2%	3%	1%	6%	-42%
CCn1c(NC)cc(=O)n(C)c1=O	-31	4%	3%	1%	?	?	-9%
Cc1cc(C(=O)N2CC(C)CC(C)C2)n(-c2ccccc2)n1 (stereo not drawn)	12	-2%	-6%	1%	?	18%	8.9µM*
Cc1cc(NS(=O)(=O)c2ccc3c(c2)OCCO3)no1	42	14%	-1%	1%	1%	7%	-8%
CCCCN(CCCNC(=O)c1ccc(CS(=O)(=O)c2c(Cl)cccc2Cl)o1)Cc1ccccc1	?	-29%	5%	-1%	-9%	-2%	97%[activator]
O=C(CSc1nnc(NC(=O)Cc2ccccc2)s1)NCc1ccco1	-35	20%	1%	-4%	-7%	7%	-20%
CCCc1cc(=O)oc2cc(OC(C)C(=O)NCCCn3ccnc3)ccc12 (stereo not drawn)	31	8%	3%	6%	-12%	-4%	-21%
CC1CCCCC1NC(=O)CN1CCC(NC(=O)c2cccc(F)c2)CC1 (stereo not drawn)	?	-5%	-5%	3%	-4%	2%	7%
O=C(Nc1cc(Cl)ccc1N1CCOCC1)C1=COCCO1	10	?	-10%	.	-7%	-10%	-15%
O=C(OCC(=O)N1CCOCC1)c1cc(S(=O)(=O)N2CCOCC2)c(Cl)cc1Cl	0	0%	0%	.	-18%	1%	0%
Cc1ccc(NC(=O)CCc2nc3cccnc3n2-c2ccccc2)cc1Cl	?	.	-4%	.	-5%	.	.
